Source: PubChem (National Center for Advancing Translational Sciences (NCATS))
L3MBTL1 inh = inhibitors of human L3MBTL1; Q9Y468; Potency, µM (series often up to 57.1 µM), inactives show top-dose activity, negative = inhibition, usual class: inhibitors; hit rate 0.66% among 230,000; AID 485360; AlphaScreen L3MBTL1–H3K9me1 peptide binding; active = well fitted inhibition curve with a large enough effect; inconclusive = small, poorly fitted or top-dose-only effect; inactive = no such curve, though single readings can be large or run the other way; note: nearly all actives have a fitted effect of over 60% in size
Target sequence (Q9Y468 whole entry, looked up): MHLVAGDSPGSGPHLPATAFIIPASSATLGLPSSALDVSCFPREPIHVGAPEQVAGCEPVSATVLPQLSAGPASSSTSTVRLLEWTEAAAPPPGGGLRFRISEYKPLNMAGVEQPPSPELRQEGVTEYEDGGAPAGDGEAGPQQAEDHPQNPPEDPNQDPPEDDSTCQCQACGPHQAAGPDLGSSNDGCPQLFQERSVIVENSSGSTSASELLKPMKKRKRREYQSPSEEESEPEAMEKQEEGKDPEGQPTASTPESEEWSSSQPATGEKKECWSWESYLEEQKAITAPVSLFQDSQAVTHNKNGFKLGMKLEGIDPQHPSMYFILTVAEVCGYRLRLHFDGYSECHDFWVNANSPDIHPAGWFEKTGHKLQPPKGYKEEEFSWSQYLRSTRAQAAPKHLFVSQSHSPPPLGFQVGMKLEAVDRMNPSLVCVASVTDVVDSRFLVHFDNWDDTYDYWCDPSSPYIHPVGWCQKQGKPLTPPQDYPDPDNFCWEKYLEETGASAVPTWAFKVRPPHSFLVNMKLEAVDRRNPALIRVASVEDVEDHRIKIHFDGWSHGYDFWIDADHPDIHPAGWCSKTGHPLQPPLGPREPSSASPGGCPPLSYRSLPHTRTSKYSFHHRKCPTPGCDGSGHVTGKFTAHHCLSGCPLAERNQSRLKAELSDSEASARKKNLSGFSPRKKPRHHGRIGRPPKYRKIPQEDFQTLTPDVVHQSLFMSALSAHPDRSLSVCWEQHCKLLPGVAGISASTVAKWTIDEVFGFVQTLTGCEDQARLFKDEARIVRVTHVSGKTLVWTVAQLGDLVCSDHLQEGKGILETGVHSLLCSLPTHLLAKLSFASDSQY
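AlphaScreen assay: L3MBTL1 (50 nM final) was preincubated 30 min at room temperature with biotinylated H3(1-15)K9me1 peptide (75 nM final), then 30 min with library compounds; streptavidin donor and nickel chelate acceptor beads (10 ug/mL final) added, 30 min dark.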
Numbers without * were called inactive; ? = inconclusive; [ ] = dose if it differs, or a comment. % is set by controls: 0 for no effect and ±100 for the full control effect; potency is the fitted concentration of half-maximal effect. A portion of the library (hit frequency here may not be typical).

SMILES	L3MBTL1 inh
Cc1ccc2c(c1)c(C1=c3ccccc3=NC1=O)c(O)n2C	3.7%
CCN1C(=O)[C@H]2[C@@H](c3ccc(OC)cc3)N3C(=O)CN(CC4CC4)C(=O)[C@@]3(C)[C@H]2C1=O	-2.8%
CCOC(=O)C1(CCOc2ccccc2)CCN(Cc2cc(OC)c(O)c(OC)c2)CC1	-1.7%
O=C(COC(=O)COc1cccc(Br)c1)Nc1ccc(F)cc1F	4.2%
COc1ccccc1OC(C)C(=O)N1CCc2ccccc21 (stereo not drawn)	-11.1%
CCOc1ccccc1NC(=O)CSc1nnc(-c2ccncc2)o1	1.8%
COc1ccc(NS(=O)(=O)c2ccc(N3CCCCC3)c(NC(=O)C(C)NC(N)=O)c2)cc1 (stereo not drawn)	-3.9%
O=C(C1CCN(S(=O)(=O)c2ccccc2)CC1)N1CCC1	2.4%
CCc1ccccc1NC(=O)CN(C)C(=O)COC(=O)c1ccco1	-3.7%
COc1ccc(NC(=O)c2c(N)cnn2C)cc1	3.6%
CC[C@]12c3[nH]c4cc(CCC(=O)N(C)C)ccc4c3CCN1C(=O)[C@@H](CC(=O)NC/C=C(\C)CCC=C(C)C)C[C@@H]2C(=O)N1CCN(C(=O)C2CC2)CC1	10.9%
Cc1cc(NC(=O)COC(=O)C2=NN(c3ccccc3)C(=O)CC2)c([N+](=O)[O-])cc1C	-2.3%
CC(Sc1nccn1C)C(=O)NC1(C#N)CCCCC1 (stereo not drawn)	-4.5%
Cc1ccc(NC(=O)COC(=O)c2ccccc2F)cc1S(=O)(=O)N1CCCCC1	-3.7%
O=C(CN1CCc2ccccc2C1)Nc1ccccc1F	86.6%[activator]
CN(CC(=O)Nc1ccc(F)cc1)C(=O)COC(=O)COc1ccc(C#N)cc1	7.0%
COc1ccc(OC)c(C(=O)NC(CC(N)=O)c2ccc(NCCN3CCCCC3)c([N+](=O)[O-])c2)c1 (stereo not drawn)	1.4%
O=C(COC(=O)c1ccc([N+](=O)[O-])o1)NC1CCCc2ccccc21 (stereo not drawn)	-17.7%
CCN(C[C@H]1N[C@@](CC)(C(=O)OC)[C@H]2C(=O)N(Cc3ccccc3)C(=O)[C@@H]12)C(=O)NC(C)C	0.5%
CCOC(=O)C1CCN(C(=O)COC(=O)c2oc3ccc(OC)cc3c2C)CC1	-0.8%
CCN(CC(=O)Nc1ccc(Br)cc1)C(=O)c1nc2nc(C)cc(C)n2n1	4.8%
CS(=O)(=O)c1ccc(C(=O)OCC(=O)N(CCc2ccccc2)Cc2ccccc2)cc1	-6.5%
CC1CC(C)CN(C(=O)COC(=O)C2CCN(S(=O)(=O)c3c(Cl)cccc3Cl)CC2)C1 (stereo not drawn)	-3.0%
Cc1cccc(OCCCN2CCOCC2)c1C	5.2%
COc1cccc2c(N/N=C/c3ccc(O)c(O)c3)cc(C)nc12	-9.3%
CCOc1ccc2oc(C(=O)N(CCOC)c3c(N)n(CC(C)C)c(=O)[nH]c3=O)c(C)c2c1	-1.2%
O=C(c1ccco1)N1CCN(C(=O)c2ccc(-c3ccc([N+](=O)[O-])cc3)o2)CC1	?
COc1ccc(CC(=O)N/N=C\c2cc(Br)c(O)c(Br)c2)cc1	-1.6%
O=C(COC(=O)c1ccc(F)c(S(=O)(=O)N2CCOCC2)c1)NC1CCCCC1	3.5%
O=C1C2CCCCC2C(=O)N1c1nccs1 (stereo not drawn)	-0.6%
CN(CC(=O)Nc1ccc(OC(F)(F)F)cc1)C(=O)/C=C/c1ccco1	-8.8%
O=C(CCCN1C(=O)NC2(CCCC2)C1=O)N1CCN(S(=O)(=O)c2ccccc2)CC1	-9.9%
CCCCn1c(N)c(N(CCOC)C(=O)c2cc3ccccc3cc2OC)c(=O)[nH]c1=O	-0.9%
Cc1ccn2c(=O)nc(SCC(=O)NCc3ccccc3)nc2c1	?
Cc1ccc(NC(=O)c2cccc(NC3=NC4CS(=O)(=O)CC4S3)c2)cc1C (stereo not drawn)	5.6%
CCCN(Cc1nnc(-c2cccs2)o1)C(=O)CN1C(=O)NC2(CCCCC2)C1=O	-2.2%
Cn1ccnc1-c1ccc(-c2nccn2C)cc1	-7.8%
O=C(CN1C(=O)COc2ccccc21)N1CCCC1	-7.6%
CCN1C(=O)[C@H]2[C@H]3CN=C(SCc4ccc(C)cc4)N3[C@@](C)(C(=O)OC)[C@H]2C1=O	19.1%
COCCn1c(SCC(=O)NC(=O)Cc2ccccc2)nc2ccccc2c1=O	-6.8%
Cc1c(NC(=O)c2cccc(NC(=O)COc3ccccc3C#N)c2)c(=O)n(-c2ccccc2)n1C	-6.3%
CCOC(=O)N1CCN(C/C(Cl)=C/c2ccccc2)CC1	1.7%
O=C(CCC(=O)Nc1cccc(C(F)(F)F)c1)NCC1CCCO1 (stereo not drawn)	-2.0%
Fc1ccccc1CN1CCC(Cc2ccccc2)CC1	62.2%[activator]
CC(=O)Nc1ccc(NC(=S)NC(=O)/C=C/c2ccco2)cc1	2.1%[2.29 µM]
CC(C)n1c(NCc2ccccc2O)nc2ccccc21	-1.8%
O=C(CN1C(=O)NC2(CCCCCC2)C1=O)c1ccc(F)cc1	4.8%
CC(=O)c1c(C)n(CCc2ccc(Cl)cc2)c2ccc(O)cc12	2.8%
O=C(COC(=O)/C=C/c1ccccc1)Nc1nnc(-c2ccccc2)o1	4.8%
Cc1nnc(SCC(=O)NC(C)(C)C)n1NCc1ccc(N(C)C)cc1	-0.4%

Brought forward from above: 6 entries, then new ones.
SMILES	L3MBTL1 inh
CC(=O)Nc1ccc(NC(=S)NC(=O)/C=C/c2ccco2)cc1	2.1%[2.29 µM]
CC(C)n1c(NCc2ccccc2O)nc2ccccc21	-1.8%
O=C(CN1C(=O)NC2(CCCCCC2)C1=O)c1ccc(F)cc1	4.8%
CC(=O)c1c(C)n(CCc2ccc(Cl)cc2)c2ccc(O)cc12	2.8%
O=C(COC(=O)/C=C/c1ccccc1)Nc1nnc(-c2ccccc2)o1	4.8%
Cc1nnc(SCC(=O)NC(C)(C)C)n1NCc1ccc(N(C)C)cc1	-0.4%
COc1ccc(-c2nc3cc(C)ccn3c2NC2CCCCC2)cc1SC1CCCCC1	-11.5%
CC(NC(=O)c1ccccc1[N+](=O)[O-])C1CC2CCC1C2 (stereo not drawn)	1.7%[2.29 µM]
COc1ccc(C(=O)N/N=C/c2c[nH]c3ccccc23)cc1	-3.5%
CC(=O)Nc1cccc(CCc2nc3ccccc3[nH]2)c1	-2.9%
O=C(CN1CCN(c2ccccn2)CC1)Nc1ccccc1F	-22.5%
CCOC(=O)C1=C(c2ccccc2)NC(=O)NC1c1ccc(O)c(Cl)c1 (stereo not drawn)	14.8%
Cc1ccc(Sc2c([N+](=O)[O-])c(=O)n(C)c3ccccc23)cc1	-5.1%
CN(C(=O)c1ccc(NC(=O)C2CCCN(C(=O)OC(C)(C)C)C2)cc1)C1CCCCC1 (stereo not drawn)	-0.2%
CCN(CC(=O)Nc1c(F)cccc1F)C(=O)c1nn(C)c(=O)c2ccccc12	0.4%
CCN(Cc1ccncc1)Cc1ccc(OC)cc1OC	-0.2%
COc1ccc(NC(=O)CN(C)C(=O)c2cccc3ccccc23)cc1	2.8%
CCOc1ccc(OCC(=O)OCc2csc(CC(=O)Nc3ccccc3C)n2)cc1	0.2%
COc1ccc(C(CNC(=O)c2c(C)nn(Cc3ccccc3)c2Cl)N2CCOCC2)cc1 (stereo not drawn)	2.5%
O=C(COC(=O)c1ccc([N+](=O)[O-])cc1Cl)Nc1cccnc1Cl	-9.2%
Cc1ccc(S(=O)(=O)N2CCCCC2)cc1NC(=O)C1CC1	-5.0%
CCC(CC)c1nnc(NC(=O)c2cccc(S(=O)(=O)N3CCOCC3)c2)s1	4.5%
Cc1ccc(S(=O)(=O)N2CCOCC2)cc1C(=O)NC(C)CCc1ccccc1 (stereo not drawn)	10.6%
Cc1nc2cc(C(F)(F)F)ccc2n1CCNc1nc(-c2ccc(F)cc2)cs1	6.3%
NC(=O)C1CCN(c2nc(-c3ccc(F)cc3)cs2)CC1	?
COc1ccc(OC)c(CNc2ncc(-c3ccc(F)cc3)n2C)c1	-7.3%
CNC[C@H](Cc1ccccc1)NC[C@@H](Cc1cccc2ccccc12)NCCc1ccc(C)cc1	-5.9%
Oc1ccc[n+](CC(O)c2ccccc2)c1 (stereo not drawn)	3.3%
CC1CCN(CC(=O)Nc2ccc(S(=O)(=O)N3CCCCC3)cc2)CC1	12.2%
CC(C)(C)OC(=O)CNC(=O)c1[nH]cnc1C(=O)NCCCCCNC(=O)OC(C)(C)C	2.6%
O=S(=O)(NC1=NCCC1)c1cccc(NS(=O)(=O)c2ccc(F)c(Cl)c2)c1	2.9%
O=C(NCc1cccnc1)c1ccccc1NS(=O)(=O)c1ccc(Br)cc1	-9.1%
O=C(c1cc2cc(Cl)ccc2[nH]1)N1CCN(c2ccccn2)CC1	0.8%
Cc1noc(C)c1COc1ccc(C(=O)N2CCC(C(N)=O)CC2)cc1	-1.2%
Cc1cccc(C)c1NC(=O)COC(=O)c1cc(S(=O)(=O)Nc2ccc(Cl)cc2)ccc1O	2.4%
Cc1ccc(-c2cn(C[C@H]3CC[C@@H]([C@@H]4CC[C@H](Cn5cc(-c6ccc(C)cc6)nn5)O4)O3)nn2)cc1	48.4%[activator]
COCC(=O)N[C@@H]1c2ccccc2CC[C@@H]1OCc1ccccc1	5.5%
Cc1ccc(N2CC(C(=O)N3CCC(c4nc5ccccc5[nH]4)CC3)CC2=O)cc1C (stereo not drawn)	-3.9%
COc1ccc(NC(=O)CSCc2ccc(C#N)cc2)c(OC)c1	-7.1%
COC(=O)c1c(C)[nH]c(C(=O)C(C)OC(=O)C2CC(=O)N(c3ccc(C)cc3)C2)c1C (stereo not drawn)	?
COCCN1C(=O)N(c2cccc(OC)c2)C(=O)C1CC(=O)Nc1cccc(F)c1 (stereo not drawn)	-0.4%
O=C(COC(=O)c1ccc(O)cc1)NCCc1c[nH]c2ccccc12	-1.8%
C=CCn1c(COc2ccccc2)nc2ccccc21	-0.6%
CCCNC(=O)C1CN(C(=O)c2nn(Cc3ccccc3)c(=O)c3ccccc23)c2ccccc2O1 (stereo not drawn)	3.6%
CCOc1ccccc1C(=O)N[C@H](C(=O)OCc1csc(CC(=O)Nc2ccc(C)cc2)n1)C(C)C	-7.2%
CC(C)Oc1ccc(/C(O)=C2/C(=O)C(=O)N(CCN3CCNCC3)C2c2cccc([N+](=O)[O-])c2)cc1 (stereo not drawn)	-3.1%
Brc1ccc(C2=Nn3cnnc3SC2)cc1	-2.5%
CCNC(=S)N1CCC(C(=O)c2ccc(Cl)cc2)CC1	4.1%
Cc1ccc(OCC(=O)c2c(N)n(C)c(=O)n(C)c2=O)c([N+](=O)[O-])n1	7.94µM*
Cc1ccc(NC(=O)c2ccc(S(=O)(=O)NCc3ccco3)cc2)nc1	0.3%
CCN(CC)CCCn1c2c(c(SCC(=O)Nc3cc(C)on3)nc1=O)CCC2	-3.7%
CCc1cccc(NC(=O)C2CCN(S(=O)(=O)c3ccc4c(c3)CC(C)N4C(C)=O)CC2)c1 (stereo not drawn)	12.2%
Cc1ccc(S(=O)(=O)N2CCOCC2)cc1NC(=O)c1cc2ccccc2oc1=O	3.8%
COc1ccc([C@H]2CC(=O)C=C(c3cccc(Cl)c3)C2)cc1	20.5%
Cc1ccc(Cl)cc1NC(=O)Cn1c(C)csc1=O	2.3%
O=C(Nc1ccc(Cl)c(S(=O)(=O)N2CCOCC2)c1)C1CCC1	3.2%

Rewritten in markdown: entries from further up.
| mol | L3MBTL1 inh |
| --- | --- |
| Cc1ccc(OCC(=O)c2c(N)n(C)c(=O)n(C)c2=O)c([N+](=O)[O-])n1 | 7.94µM* |
| Cc1ccc(NC(=O)c2ccc(S(=O)(=O)NCc3ccco3)cc2)nc1 | 0.3% |
| CCN(CC)CCCn1c2c(c(SCC(=O)Nc3cc(C)on3)nc1=O)CCC2 | -3.7% |

Further structures follow:
SMILES	L3MBTL1 inh
O=C(COC(=O)c1ccc(OC(F)F)cc1)Nc1cccc(S(=O)(=O)NC2=NCCC2)c1	-1.5%
CN(Cc1c(F)cccc1Cl)C(=O)c1ccc(NS(=O)(=O)c2ccc3[nH]c(=O)[nH]c3c2)cc1	1.9%
CC(=O)Nc1ccc(S(=O)(=O)N(C)CC(=O)OCC(=O)c2ccc[nH]2)cc1	-8.5%
COc1cc(/C=C/C(=O)c2ccc([N+](=O)[O-])o2)ccc1O	0.2%
CC1CCCCC1NC(=O)COC(=O)c1ccc2c(c1)OCCO2 (stereo not drawn)	8.4%
O=C(O)CCCC(=O)OCc1c(-c2ccccc2)ncc2ccccc12	4.1%
Cc1ccc([C@@H]2[C@@H]3C(=O)N(C)C(=O)[C@@H]3[C@]3(C)C(=O)N(CCO)CC(=O)N23)o1	-3.2%
Cc1cccn2c(=O)nc(SCC(=O)c3ccc(Cl)cc3)nc12	-2.7%
CC1=NN(c2ccccc2)C(=O)/C1=C/c1ccc(Cl)cc1	?
COCCNC(=O)c1cc(-c2ccccc2)n(Cc2cc(C)no2)n1	-1.3%
Cc1cccc(OCCCC(=O)N2CCCCCC2)c1C	9.3%
CC[C@H](C)[C@H](NC(=O)c1ccc(Cl)cc1)C(=O)OCC(=O)c1c(N)n(C)c(=O)n(C)c1=O	8.1%
CCN(c1cccc(C)c1)S(=O)(=O)c1cc2c3c(c1)CCC(=O)N3CCC2	-6.8%
Cc1ccc(NC(=O)CN(C)C(=O)COC(=O)c2nc3nccc(C)n3n2)cc1	-2.4%
